Cav3 T inh = human Cav3.2 channel inhibition, primary screen | 100,000 tested, 4% active | Cav3.2-expressing cells, Fluo-4 calcium fluorescence FDSS; hits give low values | B-score at 10 µM;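 active means single-dose well whose peak fluorescence ratio is a statistical outlier from its plate by either plate-standardised score or position-corrected B-score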
* hit, by the source's call. These rows are one share of the data, so the mix of outcomes need not match the whole.

Start of the data: the first 2 records (preview)
SMILES	Cav3 T inh
CSCCC(NC(=O)COc1ccccc1)C(=O)OCC(=O)c1cc2ccccc2o1 (stereo not given)	1.8
Cn1c(C(=O)NCCCN2CCN(c3ccccc3F)CC2)cc2c(=O)n(C)c3ccccc3c21	0.34

The whole of this part, from the start:
SMILES	Cav3 T inh
CSCCC(NC(=O)COc1ccccc1)C(=O)OCC(=O)c1cc2ccccc2o1 (stereo not given)	1.8
Cn1c(C(=O)NCCCN2CCN(c3ccccc3F)CC2)cc2c(=O)n(C)c3ccccc3c21	0.34
COC(=O)c1cc(Br)c(=O)n(CCC2=CCCCC2)c1	-1.6
CCn1cnc2sc(-c3ccccc3)cc2c1=O	1.4
CCOC(=O)CSc1nccc(N(C)C)c1C#N	-0.036
O=C(Nc1cccc(Cl)c1)Nc1ccc(Cl)cn1	1.5
CC(=O)Nc1cc(C(F)(F)F)ccc1N1CCOCC1	0.76
COc1ccc(CC(=O)N2CCCc3ccccc32)cc1OC	0.37
CCC(=O)Nc1ccc(NC(=O)CSc2nnnn2-c2cccnc2)cc1C	0.57
COc1ccc2c(c1)-c1ccccc1S(=O)(=O)N2C(C)=O	1.1
COc1cc2c(cc1OC)-c1nc3ccccc3c(=O)n1C(C)(C)C2	-2.5
COc1ccccc1N1CCN(CC(O)c2ccc3cc[nH]c3c2)CC1 (stereo not given)	-5.6*
COc1ccc(C(=O)Nc2cc(OC)cc(OC)c2)cc1	0.34
COC(=O)CN(c1c(C)cccc1C)S(C)(=O)=O	0.8
CC(C)CCNC(=O)Nc1ccc2c(c1)N(C)C(=O)CS2	-0.046
O=C(CSc1nnnn1-c1ccc2c(c1)OCO2)NCc1ccccc1	-0.83
COC(=O)C1CCCN1C(=O)C1CCCN1C(=O)CNC(=O)OCc1ccccc1 (stereo not given)	-1.3
CC(C)CCOc1ccc(C(=O)O)cc1	0.23
S=C(Nc1ccc2snnc2c1)N1CCN(c2ccccn2)CC1	0.68
CC(=O)Nc1ccc(S(=O)(=O)N2CCCCC2c2cccnc2)cc1 (stereo not given)	-0.028

A run of entries of the results above:
SMILES	Cav3 T inh
COc1cc2c(cc1OC)-c1nc3ccccc3c(=O)n1C(C)(C)C2	-2.5
COc1ccccc1N1CCN(CC(O)c2ccc3cc[nH]c3c2)CC1 (stereo not given)	-5.6*
COc1ccc(C(=O)Nc2cc(OC)cc(OC)c2)cc1	0.34
COC(=O)CN(c1c(C)cccc1C)S(C)(=O)=O	0.8

Remaining list, next part.
SMILES	Cav3 T inh
C/C(=N\O)C(=O)NCCCNCCCN(C)C	0.89
COc1cc(Br)c(C(C)NC(=O)c2ccc(C)cc2)cc1OC (stereo not given)	0.072
CC(C)c1ccc(C(C(=O)NC(C)(C)C)N(C(=O)CNC(=O)c2ccco2)c2cccnc2)cc1 (stereo not given)	0.36
COc1cc(OC)c2c(O)c3c(c(-c4c5c(c(O)c6c(OC)cc(OC)cc46)CO[C@@H](C)[C@H]5O)c2c1)[C@H](O)[C@H](C)OC3	-1.3
CCOC(=O)C(C(=O)NCc1cccc(OC)c1)c1ncc(C(F)(F)F)cc1Cl (stereo not given)	-0.029
Cc1ccc2nc(-c3ccccn3)oc2c1	-0.018
COc1ccc(C2CC(c3cccs3)=NN2C(=O)CSC2=NN3CCCC(=O)N=C3S2)cc1 (stereo not given)	-0.029
CCOc1ccccc1N1CCN(C(=O)Nc2cccc(Cl)c2)CC1	-6.1*
CCOc1cc(S(=O)(=O)NCc2ccccn2)ccc1Cl	0.87
Cc1sc(NC(=O)/C=C/c2ccc(C(C)C)cc2)c(C#N)c1C	-1.1
CCNc1nc(NC(C)C)nc(OCCOC(=O)c2ccccc2)n1	-1.2
Cn1c(=NC(=O)C2CC2)sc2cccc(F)c21	-0.65
O=C(Nc1nccs1)c1sc2cc(Cl)ccc2c1Cl	-1
CCN(CC)C(=O)C1CCCN(Cc2ccc(F)c(F)c2)C1 (stereo not given)	-0.11
CCc1cc2c(NCC3CCCO3)ncnc2s1 (stereo not given)	0.4
COC(=O)c1cccc(NC(=O)Nc2ccc(Cl)c(Cl)c2)c1	1.3
O=C(c1ccc(F)cc1)c1cc2ccccc2o1	-0.9
Cc1cc(C)n(-c2nnc(C)n2/N=C/c2ccccc2F)n1	2
O=C(N/C=C\c1ccccc1)NCc1ccc(Cl)cc1Cl	-1.6
CC(C)(C)OC(=O)N1CC2Cc3[nH]c(=O)ccc3C(C2)C1 (stereo not given)	0.65
CC(Nc1nc(N2CCN(S(C)(=O)=O)CC2)nc2ccccc12)c1ccccc1 (stereo not given)	-3.3
C=CCOC(=O)C1=C[C@@H](c2ccc3c(c2)OCO3)C[C@@H](OCc2ccc(CO)cc2)O1	-1.4
COCCn1nnnc1CN1C2CCCC1CC(NC(C)=O)C2 (stereo not given)	0.86
O=c1oc2ccccc2n1CSC1=NCCS1	0.77
CN1CCN(C(=O)N2c3ccccc3C=Cc3ccccc32)CC1	0.71
COc1ccc(N2CCN(C(c3ccccc3)c3sc4nc(C)nn4c3O)CC2)cc1 (stereo not given)	-0.87
O=C(CSc1nnc(-c2ccccc2)n1Cc1ccco1)Nc1ccc2c(c1)OCCO2	-1
CCn1c(N)c(C(=O)N2CCOCC2)sc1=S	-0.013
Cc1cc(=O)oc2cc(OCCSCCN3CCOCC3)ccc12	-0.19
Cc1ccc(C(=O)Nc2nc3ccc(S(C)(=O)=O)cc3s2)o1	0.32
O=C(CCC(=O)c1cccs1)Nc1ccccc1F	0.19
CN(C[C@H](Cc1ccccc1)N(C[C@H](Cc1ccccc1)N(CCC(C)(C)C)N=O)N=O)N=O	-2.2
CCC(=O)N1CCc2cc(S(=O)(=O)NCCN3CCCCC3CC)ccc21 (stereo not given)	0.057
Cc1ccc(-c2ccnc(=S)[nH]2)cc1	-0.0051
NC(=S)c1ccc(C(N)=S)o1	0.78
Cc1cc(=O)n2nc(N3CCCC3C(=O)NCCCN3CC(C)CC(C)C3)sc2n1 (stereo not given)	-0.41
CC1CCN(C(=O)CN(c2ccc(Cl)c(C(F)(F)F)c2)S(C)(=O)=O)CC1	-1.2
N#CC(c1cccc(C(F)(F)F)c1)(c1ncc(C(F)(F)F)cc1Cl)N1CCOCC1 (stereo not given)	-4.3*
CC1(C)S[C@@H]2[C@H](NC(=O)COc3ccccc3)C(=O)N2C1C(=O)OCc1ccccc1 (stereo not given in full)	-1.4
COc1ccc(-c2nnc(CSc3nc4ccccc4c(=O)n3C)o2)cc1OC	-0.087
CC(=O)OCCNc1cc(N2CCN(C)CC2)c2noc3c2c1C(=O)c1ccccc1-3	-0.44
CCOC(=O)c1[nH]c2c(c1C)C(=O)CC(c1ccc(OC)c(OC)c1)C2 (stereo not given)	0.061
CCCCn1c(=O)c(-c2ccccc2)c(O)c2ccccc21	0.21
CCCCC(CC)CNS(=O)(=O)c1ccc2c(c1)CCN2C(=O)CCC(=O)O (stereo not given)	1.1
Cc1ccccc1CS(=O)(=O)c1nnc([C@H](Cc2ccccc2)NC(=O)OC(C)(C)C)o1	-1.4
O=C(O)CCn1c(C2CCCCC2)nc2ccccc21	-0.44
COc1ccc(-c2csc(NC(=O)CCn3cnc4ccccc4c3=O)n2)cc1OC	-1.9
COc1cc(S(=O)(=O)N2CCN3CCCC3C2)ccc1-n1cnnn1 (stereo not given)	-0.11
Cc1cc(COc2ccccc2OCCN2CCN(C)CC2)no1	-0.07
COc1cccc(N2C(=O)N(c3ccccc3)C3CS(=O)(=O)CC32)c1 (stereo not given)	0.56

Part of the list above, set out differently:
> O=C(O)CCn1c(C2CCCCC2)nc2ccccc21
  Cav3 T inh: -0.44
> COc1ccc(-c2csc(NC(=O)CCn3cnc4ccccc4c3=O)n2)cc1OC
  Cav3 T inh: -1.9

Additional results follow.
SMILES	Cav3 T inh
Fc1ccccc1N1CCN(C(c2cccs2)c2nnnn2CCc2ccccc2)CC1 (stereo not given)	-3.5
O=C(CSc1nc2ccccc2[nH]1)N1CCN(c2ccc(F)cc2)CC1	-2.2
O=C(NCc1ccc2c(c1)OCO2)C1CCCN1C(=O)Nc1cccc(F)c1 (stereo not given)	-1.1
CC(C)NC(=O)Cn1cc(C#N)c2cc(Br)ccc21	-1.1
CCOc1cccc(NC(=O)Cn2nc(-c3ccc4c(c3)OCCO4)ccc2=O)c1	0.23
O=C(NCc1ccco1)c1ccc2c(c1)N(Cc1ccccc1)C(=O)CS2=O (stereo not given)	0.5
CN(C)S(=O)(=O)N1CCN(c2ccc(Cl)cc2)CC1	-0.51
Cc1cnc(C(=O)OCC(=O)Nc2ccc(Oc3ccccc3)cc2)cn1	0.31
COCC(=O)N(Cc1ccccc1)c1ccccn1	-0.28
O=c1ncn(-c2ccccc2F)c2ncccc12	0.34

Five compounds from above, sorted by formula weight, low to high.
SMILES	Cav3 T inh
COCC(=O)N(Cc1ccccc1)c1ccccn1	-0.28
CN(C)S(=O)(=O)N1CCN(c2ccc(Cl)cc2)CC1	-0.51
O=C(NCc1ccc2c(c1)OCO2)C1CCCN1C(=O)Nc1cccc(F)c1 (stereo not given)	-1.1
O=C(NCc1ccco1)c1ccc2c(c1)N(Cc1ccccc1)C(=O)CS2=O (stereo not given)	0.5
Fc1ccccc1N1CCN(C(c2cccs2)c2nnnn2CCc2ccccc2)CC1 (stereo not given)	-3.5

Next records follow:
SMILES	Cav3 T inh
COc1cc(C(=O)OCC(=O)Nc2ccc3c(c2)OC(F)(F)O3)ccc1OCc1c(C)noc1C	-0.56
Cc1ccccc1C1CC(=O)NC2=C1C(=O)CCC2 (stereo not given)	1.2
CCC(CC)C(=O)N1CC(=O)Nc2ccc(Br)cc2C1c1ccccc1 (stereo not given)	-4.8*
O=c1c2ccccc2nnn1CSc1nnc(COc2ccc(Cl)cc2)n1Cc1ccco1	-0.81
COC(=O)[C@H](Cc1ccccc1)NC(=O)NCc1cccs1	0.4
CC(C)(C)c1ccc(C(=O)NC(Cc2ccccc2)C(=O)O)cc1 (stereo not given)	-0.29
COc1cc(N2CCOCC2)ncn1	-0.047
COc1ccc(NC(=S)N(CCc2nc3cc(C)c(C)cc3[nH]2)Cc2cccnc2)cc1	-2.9
CC(=O)c1ccc(NC2c3ncccc3C(=O)N2Cc2ccc(F)cc2)cc1 (stereo not given)	0.11
COc1ccc(NC(=O)CSc2nnc(CCC(=O)Nc3ccc(C)c(Cl)c3)n2C)cc1	0.22
CC(NC(=O)/C(=C\c1cccc([N+](=O)[O-])c1)NC(=O)c1ccco1)C(=O)O (stereo not given)	0.87
O=C(C(c1ccccc1)c1ccccc1)N1CCOCC1	0.036
CCOc1ccc(S(=O)(=O)Nc2ccc(S(=O)(=O)Nc3cc(OC)ccc3OC)cc2)cc1	-3.5
COc1ccc(-c2oc3c(OC)c(OC)c(OC)c(O)c3c(=O)c2OC)cc1OC	0.44
CC1=C(C(=O)OCc2ccccc2)C(c2ccc(C#N)cc2)NC(=O)N1CCCC(=O)O (stereo not given)	0.062
Cn1cccc1Cc1nnc(SCC(=O)NCc2ccco2)n1CCc1ccccc1	0.25
O=C1CC(c2ccco2)CC(O)=C1C=NCC1CCNCC1 (stereo not given)	-0.064
COC(=O)c1cc(C(=O)Nc2cccc(C)n2)cc([N+](=O)[O-])c1	0.062
CCOc1ccc(N2C(=O)CC(N3CCC(NC(=O)Nc4ccccc4)CC3)C2=O)cc1 (stereo not given)	1.4
COc1ccc(CNc2nc(NCc3ccc(OC)c(OC)c3)n(C(=O)c3cccs3)n2)cc1OC	-0.13
CCOc1ccc(N2CC(C(=O)NCc3cccc(C)c3)CC2=O)cc1 (stereo not given)	-0.84
Cc1ccc(-c2nnc(-c3ccccc3)o2)cc1	-0.71
CCOc1ccccc1N(C(=O)CNC(=O)c1ccco1)C(C(=O)NC1CCCC1)c1cccnc1 (stereo not given)	0.14
C=CCNC(=O)c1onc(CSc2cc(C)ccc2C)c1C(=O)O	1.3
CC(C)CC(=O)NC(NC(=S)Nc1cccc2cccnc12)C(Cl)(Cl)Cl (stereo not given)	-0.035
CCc1ccc(CCC(=O)Nc2ccc(C(C)=O)cc2)o1	0.85
O=[N+]([O-])c1ccc(OC/C=C2\Oc3ccc([N+](=O)[O-])cc3C2N2CCOCC2)cc1 (stereo not given)	-2.2
Cc1c(NCc2cc(Cl)cc(Cl)c2O)c(=O)n(-c2ccccc2)n1C	-2.1
COc1ccccc1Oc1ccc(S(=O)(=O)N2CCCC2)cc1	-2.6
O=C(CSc1cn(Cc2cccc(F)c2)c2ccccc12)NCc1ccc(F)cc1	0.47
O=C(Nc1ccc2c(c1)OCO2)C1CCN(S(=O)(=O)c2cccs2)CC1	0.32
CS(=O)(=O)N1CCc2cc(C(=O)O)ccc21	0.13
OCCNCCCCOc1ccc(F)cc1	0.063
Cc1cc(C)nc(SCc2nc3nc(C)cc(C)n3c2Br)n1	-0.082
CC(C)(C)NC(=O)C(Cc1ccccc1)NS(=O)(=O)c1ccc2c(c1)CCC(=O)N2 (stereo not given)	-0.031
N#CC1=C2SCN(Cc3ccco3)CN2C(=O)CC1c1c(F)cccc1Cl (stereo not given)	0.037
O=C(Cn1cc(C(=O)COc2ccccc2)c2ccccc21)NCc1ccco1	-3.4
O=C(NC1(C(F)(F)F)C(=O)Nc2c1c(=O)[nH]c(=O)n2-c1ccccc1)c1ccncc1 (stereo not given)	0.58
COc1ccc(/C(O)=C2/C(=O)C(=O)N(CCN(C)C)C2c2ccc(C)cc2)cc1Cl (stereo not given)	-0.34
C#CCNC(=O)C1=C[C@H](c2ccc3c(c2)OCO3)[C@@H](CCCO)[C@H](OCC)O1	0.0053
O=C(O)c1cc(-c2ccccn2)n[nH]1	0.76
CN1CCN(C(=O)c2cc3c(C(F)(F)F)nn(C)c3s2)CC1	1.4
C=CCn1c(N2CCCCCC2)nc2c1c(=O)n(C)c(=O)n2C	1.1
O=[N+]([O-])c1cc(/C=N/O)ccc1SCc1ccccc1Cl	-0.43
CN(C)c1ccc(C2OC(=O)C3(CCCC3)C(=O)C2(C)C)cc1 (stereo not given)	0.92

High-throughput results (PubChem)
